PGC1a acetyl inh – lowers PGC1a acetylation signal in U2OS cells; hit rate 0.17% among 350,000; AID 651687; inhibition, % at 15.6 µM; AlphaScreen anti-acetyl-lysine; with virally co-expressed GCN5 acetyltransferase;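 active = every replicate shows inhibition of at least 40%; inconclusive = mean inhibition at least 40% but some replicate below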;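 note: 0% = neutral control wells and 100% = positive control wells; some results beyond the cut were filed as inactive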
PglD DTNB – blocks C. jejuni PglD acetyltransferase activity; purified PglD enzyme, DTNB colorimetric CoA detection; AID 602405; hit rate 0.098% among 360,000; inhibition, % at 12.5 µM; in the data active = inhibition above about 16%, passing the limit was not always enough; inconclusive = no clear call, values can overlap the other calls; note: strong numbers were not always called active
F508del corr – correctors of CFTR F508del function in bronchial epithelial cells; hit rate 0.36% among 350,000; activity (quench increase), % at 7.58 µM; CFBE cells, YFP halide quenching; stimulated with forskolin plus potentiator P3; % fluorescence drop versus neutral controls;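 active = mean added fluorescence quench of at least 8% versus neutral control, with both replicates also reaching 8%; inconclusive = only one of the mean or replicate conditions met; inactive = mean below 8% and not both replicates reaching 8%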;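 note: cells transiently co-express mutant CFTR-F508del with the halide-sensitive YFP; corrector assay measuring rescue of mutant channel to the surface after 24 h compound exposure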
Cneo AK release – causes C. neoformans cell lysis. adenylate kinase release luminescence, 4 h; normalised: neutral wells 0, clomiphene wells 100. lysis activity, % at 15 µM. hit rate 0.2% among 360,000. AID 651654;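 active = mean lysis activity across replicates of at least 80%, whatever share of replicates individually reach that level; inactive = mean lysis activity below 80%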
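Material – log-phase Cryptococcus neoformans yeast cells · Input – 5 × 10^6 yeast cells/mL · Medium – fresh YPD growth medium · Doses – single compound concentration per well · Timing – static 4 h at 37 °C with compound, 1 h detection · Detection – adenylate kinase release luminescence · Read-out – signal increase indicating cell lysis · Control set – Clomiphene as positive lysis control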
C2C12 statin – suppressors of simvastatin-induced myotoxicity in C2C12 myotubes. ATP luminescence, 48 h; scaled: DMSO 0, geranylgeraniol control 100. rescue of ATP level, % at 7.49 µM. hit rate 0.78% among 330,000. AID 602340;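 active = mean ATP rescue above about 67%, or every replicate alone reaching that limit, limit read from the data, passing the limit was not always enough; inconclusive = no clear call, values can overlap the other calls; inactive = mean under the limit and some replicate under it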;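 note: myotubes were challenged with 10 µM simvastatin during compound exposure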
GSIS activator – primary screen for activators of insulin secretion dependent on glucose, INS-1E cells, GLuc reporter luminescence; INS-1E GLuc reporter insulin secretion, 2-3 h; activation, % at 16.6 µM; hit rate 0.61% among 370,000; AID 743287;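 active = lowest replicate activation of at least 40%, so every replicate reaches that level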;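 note: 0% = median of neutral control wells and 100% = median of IBMX positive control wells; some compounds called inactive have numbers as strong as hits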
FN deposit inh – fibronectin deposition inhibition; AH1F fibroblasts, Alexa488-fibronectin deposition fluorescence, overnight; hit rate 0.086% among 350,000; inhibition, % at 12.6 µM; AID 743247;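 active = mean inhibition across replicates of 30% or more, regardless of how many single replicates reach that level; inconclusive = mean under 30% yet at least half of replicates reach 30%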;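 note: positive control wells lacked labelled fibronectin entirely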
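Material: AH1F fibroblasts assembling fluorescent fibronectin matrix; amount: 10000 AH1F cells/well; medium: DMEM, 2% serum; reagent: Alexa488-fibronectin, 24 nM final in well; dosing: single compound dose, delivered by pin transfer; incubation: 1 h adhesion, overnight exposure; detection: fluorescence after three HBSS washes, excitation 485 nm, emission 525 nm; measure: fibronectin deposition inhibition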
miR122 inh – miR-122 inhibition in Huh7 cells. Huh7 miR-122 Renilla luciferase sensor, 48 h; neutral wells = 0, positive control = 100. activation (reporter increase), % at 12.5 µM. hit rate 0.3% among 340,000. AID 602342;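 active = mean replicate activation score at least 90 and every replicate individually at or above 90; inconclusive = only one of the two criteria met; inactive = neither criterion met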;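 note: higher luciferase means less miR-122 activity so hits act as miR-122 inhibitors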
Starred values were filed as active, the others as inactive; u = inconclusive; x = not tested or not shown; [ ] = remark or other dose.

#	SMILES	PGC1a acetyl inh	PglD DTNB	F508del corr	Cneo AK release	C2C12 statin	GSIS activator	FN deposit inh	miR122 inh
1	Cc1nc(NC(=O)CSc2nnnn2C)sc1C	4	6	x	2	-6	4	x	3
2	Cc1cc(Cl)ccc1OCC(=O)OC(C)C(=O)NC(N)=O (stereo unspecified)	x	0	x	-1	13	x	-6	-3
3	CCCNC(=O)c1ccc(N2CCC3(CC2)CC(c2cccc(Br)c2)=NO3)c(NC(=O)c2ccccc2)c1	-4	6	1.3	-1	x	7	-8	-3
4	CCOC(=O)CC(=O)CSc1nc2ccccc2c(=O)n1-c1ccc(C(=O)N2CCOCC2)cc1	1	-2	x	-2	-23	x	x	-16
5	O=C(C1CCCC1)N1CC(=O)N2[C@H](C1)[C@@H](c1ccc(-c3cccnc3)cc1)[C@@H]2CO	-5	x	-0.7	x	x	-12	0	x
6	O=C(c1cccs1)N1CCN(c2nc3ccccc3s2)CC1	x	4	0.2	1	-1	18	-3	x
7	N#CCCN(C(=O)CN1C(=O)NC2(CCCC2)C1=O)c1ccccc1F	3	-2	x	-2	-9	x	4	7
8	Cc1[nH][nH]c(=O)c1C	4	-3	-0.3	10	-4	-5	-4	4
9	C[C@@H]1CN([C@@H](C)CO)C(=O)c2cc(NC(=O)CCCN(C)C)ccc2O[C@@H](C)CCCCO[C@H]1CN(C)C(=O)Nc1ccc2c(c1)OCO2	-4	-3	-2.6	0	x	19	x	10[16.7 µM]
10	CN1[C@@H]2Cn3c(ccc(-c4ccncc4)c3=O)[C@H]1[C@@H](C(=O)NC1CCCCC1)[C@@H]2CO	-7	-1	0.8	46	-5	11	x	-3[16.7 µM]
11	C[C@H](CO)N1C[C@H](C)[C@@H](CN(C)C(=O)C2CCCCC2)OCCCC[C@H](C)Oc2ccc(NS(=O)(=O)c3ccc(F)cc3)cc2C1=O	4	-1	0.1	-5	x	-22	-13	1[16.7 µM]
12	CCOc1ccc(NC(=O)c2ccc(NC(=O)COC(=O)c3ccc(NC(=O)CC#N)cc3)cc2)cc1	-5	-4	-1.2	3	-9	6	2	0
13	CC(C)C(=O)N(c1ccc2oc(=O)sc2c1)S(=O)(=O)c1cccs1	13	-4	x	0	u	x	x	-5
14	N=c1c2c(n(Cc3ccc(F)cc3)c3c1CCC3)CCCC2	-1	x	4.6	x	x	-10	-19	x
15	COc1cc(C2C(C#N)=C(N)OC3=C2C(=O)CCC3)cc(OC)c1OC(=O)N1CCOCC1 (stereo unspecified)	12	0	x	-2	-2	x	x	-6
16	O=C(NC1CCCC1)c1ccc(S(=O)(=O)N2CCCC2)cc1	-13	3	x	1	4	x	x	-2
17	O=C(O)CCc1ccc(-c2cccs2)n1CC1CCCO1 (stereo unspecified)	13	-2	x	0	-9	x	3	-7
18	COc1ccc(C2(CNC(=O)c3ccco3)CCOCC2)cc1	-7	7	x	0	-6	x	4	-6
19	CC(C)N(c1ccccc1)c1ncnc(NCCC(=O)O)c1[N+](=O)[O-]	-18	4	x	-4	7	x	-5	21
20	CC1=C(C(=O)OCC2CCCO2)C(c2cccc(C(F)(F)F)c2)C2=C(CC(c3ccco3)CC2=O)N1 (stereo unspecified)	-3	0	x	1	-8	x	-5	9
21	COc1ccc(NC(=O)N(C)C[C@H]2Oc3c(NC(=O)Nc4ccc(C(F)(F)F)cc4)cccc3C(=O)N([C@@H](C)CO)C[C@@H]2C)cc1	-25	x	0.9	x	x	-16	x	0[16.7 µM]
22	O=C(Nc1ccc(CN2CCCCC2)cc1)c1cccc(F)c1	x	0	-0.2	0	4	1	1	-5
23	CC(C)CCNC(=O)c1ccc(CSCc2cccc(F)c2)o1	-7	4	x	4	-40	-17	3	2
24	CCCNC(=O)C1(C)CCN(C(=O)c2cccc(C(F)(F)F)c2)C1 (stereo unspecified)	-4	-2	-1.9	0	-5	45*	-6	2
25	COc1ccccc1NC(=O)N[C@H]1C=C[C@@H](CC(=O)NCc2ccc(Cl)c(Cl)c2)O[C@H]1CO	4	1	2.5	1	0	-7	3	-14[16.7 µM]
26	CN1CCN(C(=O)C[C@H]2C[C@@H]3c4cc(NC(=O)C5CCOCC5)ccc4O[C@@H]3[C@H](CO)O2)CC1	2	-2	-1.5	-10	3	2	0	5[16.7 µM]
27	O=C(Nc1ccc(F)cc1)NC1CCCc2ccccc21 (stereo unspecified)	x	-8	-3.2	-3	x	-8	2	x
28	c1ccc(CNc2nc(-c3ccccc3)nc3ccccc23)cc1	-9	7	2.5	1	-7	-5	2	-2
29	C[C@@H]1CN([C@@H](C)CO)C(=O)c2cc(C#CC3(O)CCCC3)cnc2O[C@H]1CN(C)Cc1ccncc1	-9	0	-0.4	-2	-3	7	x	3[16.7 µM]
30	CN(c1ccc(O)cc1)c1nc(-c2cccs2)cs1	-1	x	13*	x	x	-2	-8	x
31	COC(=O)c1oc2ccc(Cl)cc2c1-n1cccc1	12	6	x	1	6	7	3	10
32	O=C(COc1ccc(Br)cc1)Nc1ccc(CN2CCOCC2)cc1	1	2	-4.5	0	x	-13	x	2
33	Cc1nccnc1Sc1ccccc1	x	6	0.5	-6	7	-1	-3	x
34	CC(C)N(CC#CC(O)(c1ccccc1)c1ccccc1)CCO	-9	-1	x	0	1	12	4	-4
35	O=C(Nc1ccccc1N1CCOCC1)c1ccccc1NS(=O)(=O)c1ccc(F)c(F)c1	-2	x	x	2	-169	x	x	-4
36	CCCCn1c(N)c(N(CCOC)C(=O)COC(=O)c2ccccc2NCCO)c(=O)[nH]c1=O	5	-1	-0.8	-1	3	6	1	-5
37	CCOC(=O)N1CCN(S(=O)(=O)c2ccc3c(c2)CCN3C(=O)CC)CC1	1	0	x	1	0	x	11	-1
38	Cc1cccc(C)c1NC(=O)c1cc(S(=O)(=O)N2CCOCC2)cn1C	6	1	1.1	-3	10	7	-4	1
39	O=C(COC(=O)c1cccnc1Cl)NC(=O)c1ccc(OC(F)F)cc1	-6	-5	0.3	-1	-2	4	1	5
40	COc1cccc(NC(=O)C2CCCN2C(=O)NC2CCCCC2)c1 (stereo unspecified)	x	-1	-0.3	0	5	12	-6	-4
41	C[C@H]1CN([C@@H](C)CO)C(=O)c2cccc(NC(=O)Nc3ccc(F)cc3)c2O[C@H]1CN(C)Cc1ccc(Oc2ccccc2)cc1	-1	-6	0.0	-1	-6	-37	x	2[16.7 µM]
42	CCC(C)(C)n1nnnc1C(c1cccnc1)N1CCCC(C)C1 (stereo unspecified)	u	-5	x	16	4	-2	-4	16
43	C=CCN1C(=O)c2ccc(C(=O)N3CCN(S(=O)(=O)c4ccc(C(C)C)cc4)CC3)cc2C1=O	-1	x	1.9	x	x	15	1	-2
44	O=C(COC(=O)c1c(Cl)ccc(Cl)c1Cl)NCC1CCCO1 (stereo unspecified)	x	-7	0.9	-1	-3	-8	5	x
45	Nc1cc(OCC(F)(F)F)cc(OCC(F)(F)F)c1	0	x	2.3	x	x	-15	1	2
46	Cc1ccccc1N1C(=S)NC2c3ccccc3OC1(C)C2C(=O)N(C)C (stereo unspecified)	-1	2	4.4	-2	3	-19	0	-9
47	O=C(OC(C(=O)NCc1ccc(F)cc1)c1ccccc1)c1ccco1 (stereo unspecified)	x	-7	0.0	-2	21	5	-2	x
48	CO[C@H](CN(C)Cc1cc(F)ccc1F)[C@H](C)CN([C@@H](C)CO)S(=O)(=O)c1ccc(Cl)cc1	3	-1	0.5	7	-3	-7	-19	x
49	C[C@H]1CN([C@@H](C)CO)C(=O)c2cc(-c3ccc(F)cc3)cnc2O[C@H]1CN(C)CC1CCCCC1	-12	-1	-2.2	-1	-6	-2	-6	-8[16.7 µM]
50	O=C(CSc1ncccn1)NNC(=O)c1ccccc1	x	-6	0.9	-2	-1	9	x	-2

Next section.
#	SMILES	PGC1a acetyl inh	PglD DTNB	F508del corr	Cneo AK release	C2C12 statin	GSIS activator	FN deposit inh	miR122 inh
51	C/C=C(/C)C(=O)Nc1cccc(C2=NOC3(C2)C[C@@H](C(N)=O)N(C(=O)CC(c2ccccc2)c2ccccc2)C3)c1 (stereo partly specified)	-3	-2	-2.0	2	16	x	-9	10
52	CN(C)CCCNC(=O)[C@H]1[C@H](CO)[C@H]2Cn3c(cccc3=O)[C@H]2N1C(=O)Nc1ccccc1	14	1	-2.1	-1	-6	27	x	-3[16.7 µM]
53	COc1cc(C2NC(=S)NC(C)=C2C(=O)Nc2cc(C)cc(C)c2)ccc1O (stereo unspecified)	0	x	0.0	x	x	-8	-12	x
54	COCC(=O)N1CC(=O)N2[C@H](CO)[C@H](c3ccc(C#CC4CC4)cc3)[C@H]2C1	3	x	1.3	x	x	6	-15	x
55	C=CCn1c(=O)c(C(=O)Nc2ccc(C)cn2)c(O)c2ccccc21	x	-1	3.5	-1	-6	17	2	7
56	CC1CCN(CCCNC(=O)c2cc3c(Cl)nc4ccccc4c3s2)CC1	-17	-10	-0.4	5	10	14	-5	1
57	Cc1nc(NC(=S)NC(=O)COc2ccc(Cl)cc2)ccc1Br	x	-3	1.3	1	x	13	3	4
58	COc1ccccc1-n1c(SCC(=O)OC(C)C)nc2cccnc21	4	-3	-1.8	0	-3	13	-1	-6
59	CC(=O)c1c(C)[nH]c(C(=O)Nc2cccc(S(=O)(=O)N3CCCCC3)c2)c1C	-11	-4	-5.6	1	9	-23	-4	20
60	O=S(=O)(c1cccc2cccnc12)N1CCN(Cc2ccccc2)CC1	0	x	6.2	x	x	3	2	x
61	c1ccn(-c2ccc(N3CCOCC3)cc2)c1	6	-10	x	-4	8	x	x	-5
62	O=C(NCCSCc1ccco1)Nc1cccc(Cl)c1	3	0	x	2	-15	x	x	37
63	CN(C)c1ccc(C(=O)OCC(=O)c2ccc[nH]2)cc1	1	6	1.3	-1	0	x	4	x
64	C[C@@H]1CCCCO[C@H](CN(C)Cc2ccccc2)[C@@H](C)CN([C@H](C)CO)C(=O)c2cc(NS(=O)(=O)c3cn(C)cn3)ccc2O1	-3	14	-2.6	-13	x	28	-18	9[16.7 µM]
65	CC(=O)N(C)C[C@H]1Oc2ncc(C#Cc3ccncc3)cc2C(=O)N([C@H](C)CO)C[C@H]1C	1	0	0.3	35	4	6	-6	7[16.7 µM]
66	CCN(C[C@@H]1[C@H](c2ccccc2)[C@@H](CO)N1C(=O)COC)S(C)(=O)=O	0	1	3.7	2	-2	-4	0	42[16.7 µM]
67	COC(=O)Cc1c(C)c2ccc(OC(=O)c3ccccc3)cc2oc1=O	9	-4	x	0	15	x	x	-4
68	C[C@H](CO)N1C[C@H](C)[C@H](CN(C)C(=O)Nc2ccc3c(c2)OCO3)Oc2c(NC(=O)NC3CCCCC3)cccc2C1=O	9	2	-2.6	-1	-10	8	x	8[16.7 µM]
69	CCN1C(=O)[C@H]2[C@H]3CN=C(SC)N3[C@@](C)(C(=O)OC)[C@H]2C1=O	-7	1	-4.5	11	8	3	-6	-3

Compound activity deposited in PubChem by Broad Institute.
